Screening data deposited in PubChem by Broad Institute.
Pf Dd2 growth: P. falciparum Dd2 growth inhibitors, primary screen, SYBR Green fluorescence, single dose replicates. activity change, % at 10 µM. AID 1159554, 2015. 72 h; hits give low values. 94,000 tested, 2.3% active; in the data active = activity change below about -80%; inconclusive = no clear call, values can overlap the other calls
Tcruzi prolif: T. cruzi intracellular proliferation inhibitors, primary screen, cell-based, beta-gal Tulahuen parasites, NIH3T3 host, luminescence; T. cruzi beta-gal in NIH3T3, GalScreen luminescence, 90 h; inhibition, % at 8.34 µM; 77,000 tested, 5.9% active;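 active = mean inhibition above about 93%, with at least 55% of replicates each passing it, limit read from the data, passing the limit was not always enough; inconclusive = only one of those two conditions holds; inactive = neither condition holds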
C diff HTS: C. difficile growth inhibitors, primary screen, HTS. Clostridium difficile clinical isolate growth, OD600, 24 h; hits give low values. growth activity, negative = inhibition, % at 16 µg/mL (by protocol). 86,000 tested, 0.25% active;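 active = mean growth activity at or below -80% and every replicate also at or below -80%; inconclusive = mean at or below -80% but some replicate above -80%; inactive = mean growth activity above -80%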;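 also: 0% = DMSO wells and -100% = levofloxacin 16 µg/mL wells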
KDM4C inh: inhibitors of GASC-1 (KDM4C) histone demethylase, primary screen, biochemical, single concentration HTS. Lysine-specific demethylase 4C (Homo sapiens), Q9H3R0. GST-KDM4C 2-372, H3K9me3 peptide, LANCE TR-FRET. inhibition, % at 12.5 µM. 96,000 tested, 0.15% active;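 active = mean replicate inhibition above about 25%, with at least 55% of replicates also reaching it, limit read from the data, passing the limit was not always enough; inconclusive = only one of those two conditions met; inactive = neither condition met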
Target sequence (Q9H3R0 2-372 limits assumed): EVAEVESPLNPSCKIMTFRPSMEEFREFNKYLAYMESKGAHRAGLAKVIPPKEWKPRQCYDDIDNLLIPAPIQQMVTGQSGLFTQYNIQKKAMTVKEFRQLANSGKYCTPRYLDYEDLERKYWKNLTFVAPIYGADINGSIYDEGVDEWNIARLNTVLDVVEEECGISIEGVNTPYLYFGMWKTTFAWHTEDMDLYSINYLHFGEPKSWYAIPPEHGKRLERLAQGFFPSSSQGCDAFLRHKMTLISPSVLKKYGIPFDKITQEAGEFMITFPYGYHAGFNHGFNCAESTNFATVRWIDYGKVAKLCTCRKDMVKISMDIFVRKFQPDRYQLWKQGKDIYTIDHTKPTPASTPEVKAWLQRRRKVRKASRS
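material = GST-tagged GASC-1 (JMJD2C) catalytic fragment, aa 2-372 | amount = enzyme final amount 10 nM | medium = HEPES buffer, pH 7.5, plus ascorbate | also added = H3K9me3 peptide substrate, Fe(II), 2-oxoglutarate | dosing = single dose | times = 30 min demethylation and 1 h detection at room temperature | detection = LANCE TR-FRET | read-out basis = Fall in 671/618 emission ratio as inhibition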
The depositor's hits bear a star; ? = inconclusive; . = not tested or not shown; + = active, no number; & = joins results of further samples.

SMILES | Pf Dd2 growth | Tcruzi prolif | C diff HTS | KDM4C inh
C[C@@H]1CCCCO[C@@H](CN(C)Cc2ccc(C(F)(F)F)cc2)[C@H](C)CN([C@H](C)CO)C(=O)c2cc(NS(=O)(=O)c3ccc(Cl)cc3)ccc2O1 | -36.3 | 92.5 | 25.0 | 0.7
Cc1noc(C)c1S(=O)(=O)Nc1ccc2c(c1)CC(=O)N([C@H](C)CO)C[C@@H](C)[C@@H](CN(C)C(=O)NC1CCCCC1)O2 | 7.6 | 2.8 | 1.3 | -1.0
CCCN(C)C[C@H]1OCCCC[C@@H](C)Oc2ccc(NS(=O)(=O)c3ccc(C)cc3)cc2C(=O)N([C@@H](C)CO)C[C@H]1C | -86.1* | 55.3 | 5.6 | 0.6
C[C@@H]1CN([C@@H](C)CO)S(=O)(=O)c2ccc(C#CCC3CCCC3)cc2O[C@H]1CN(C)C(=O)CN(C)C | -60.0 | 121.7 | -1.5 | 14.5
Cc1ccccc1-c1ccc2c(c1)O[C@H](CN(C)C(=O)Nc1ccc(F)cc1)[C@@H](C)CN([C@@H](C)CO)S2(=O)=O | -14.2 | . | -0.5 | 1.4
CO[C@@H]1CN(C)C(=O)c2cc(NS(=O)(=O)c3ccccc3C)ccc2OC[C@@H](C)NC[C@@H]1C | -3.3 | 17.1 | -2.2 | 0.4
CC(C)NC(=O)N(C)C[C@H]1Oc2ccc(NC(=O)c3ccncc3)cc2C(=O)N([C@@H](C)CO)C[C@H]1C | -0.2 | 16.8 | 1.2 | -5.2
Cc1ccccc1-c1cnc2c(c1)C(=O)N([C@H](C)CO)C[C@@H](C)[C@H](CN(C)Cc1cccnc1)O2 | 7.7 | 34.8 | . | 0.6
O=C(CN1CCOCC1)N[C@@H]1CC[C@H](CCn2cc(C3CC3)nn2)O[C@H]1CO | 3.8 | . | 2.8 | -0.9
O=C(Nc1ccccc1)N1CC(=O)N2[C@@H](CO)[C@H](c3ccc(C#CC4CC4)cc3)[C@@H]2C1 | 13.9 | . | -10.5 | 0.4
C[C@@H]1CN([C@H](C)CO)C(=O)c2cc(NC(=O)Nc3ccc(C(F)(F)F)cc3)ccc2O[C@H]1CN(C)C | 9.2 | 11.5 | 2.7 | 0.0
CO[C@@H]1CN(C)C(=O)c2cc(NC(=O)Nc3cc(F)ccc3F)ccc2OC[C@@H](C)NC[C@H]1C | -28.8 | 51.9 | . | 0.1
C[C@@H]1CCCCO[C@H](CN(C)C(=O)C2CCCCC2)[C@H](C)CN([C@@H](C)CO)C(=O)c2cc(NC(=O)CCC(F)(F)F)ccc2O1 | -29.8 | 42.6 | 33.8 | 1.5
COCC(=O)Nc1ccc2c(c1)C(=O)N(C)[C@@H]1CC[C@H](CC(=O)Nc3ccccc3)O[C@@H]1CO2 | -22.7 | 51.2 | 0.5 | 2.6
COc1ccccc1C#Cc1cnc2c(c1)C(=O)N([C@@H](C)CO)C[C@@H](C)[C@@H](CN(C)C(C)=O)O2 | 4.2 | 54.7 | 4.0 | -4.8
CC(C)C(=O)Nc1ccc2c(c1)C(=O)N(C)[C@H]1CC[C@@H](CC(=O)NCc3ccccc3)O[C@H]1CO2 | -3.5 | 14.8 | 0.0 | -2.2
C[C@@H]1CN([C@@H](C)CO)C(=O)c2cc(C#Cc3cccnc3)cnc2O[C@H]1CN(C)Cc1cccnc1 | -25.0 | -41.9 | -0.7 | -3.6
C[C@@H]1CN([C@H](C)CO)C(=O)c2cc(-c3ccc(C#N)cc3)cnc2O[C@H]1CN(C)C(=O)c1ccccc1 | 3.2&1.5 | 6.8&20.6 | -2.7&-3.3 | -1.1
CCCC(=O)Nc1ccc2c(c1)C(=O)N(C)C[C@@H](OC)[C@@H](C)CN(Cc1ccc(F)cc1)[C@H](C)CO2 | . | -7.0 | . | -0.6
CCC(=O)Nc1ccc2c(c1)OC[C@@H](C)N(Cc1ccccc1OC)C[C@@H](C)[C@H](OC)CN(C)C2=O | -56.2 | -26.1 | . | -0.3
C[C@@H]1CN([C@H](C)CO)C(=O)Cc2cc(NC(=O)Cn3cnnn3)ccc2O[C@H]1CN(C)CC1CC1 | 16.3 | 23.0 | 1.9 | 1.6
O=C(c1cccnc1)N1CC(=O)N2[C@@H](CO)[C@H](c3ccc(/C=C/c4ccccc4)cc3)[C@@H]2C1 | -7.3 | . | -0.5 | -1.6
CN(C)CC(=O)N1[C@@H]2c3ccc(-c4ccccc4)c(=O)n3C[C@H]1[C@H](CO)[C@H]2C(=O)N1CCCCC1 | 11.3 | 13.0 | -1.5 | 3.5
CCCNC(=O)C[C@H]1C[C@@H]2c3cc(NC(=O)NC4CCCC4)ccc3O[C@@H]2[C@H](CO)O1 | 11.1 | -53.4 | . | 6.7
COc1ccc(NC(=O)Nc2cccc3c2O[C@H](CN(C)C(=O)Nc2c(C)noc2C)[C@@H](C)CN([C@H](C)CO)C3=O)cc1 | 20.0 | . | -6.5 | -0.9
C[C@@H]1CN([C@H](C)CO)C(=O)c2cc(NS(C)(=O)=O)ccc2O[C@@H](C)CCCCO[C@H]1CN(C)S(=O)(=O)c1cn(C)cn1 | 24.6 | 104.0* | -3.5 | -3.1
C[C@H](CO)N1C[C@H](C)[C@H](CN(C)Cc2ccc(F)cc2)Oc2cc(C#CC3CC3)ccc2S1(=O)=O | -28.3 | . | 10.3 | 1.7
C[C@H](CO)N1C[C@H](C)[C@@H](CN(C)S(C)(=O)=O)Oc2c(NC(=O)NC3CCCCC3)cccc2C1=O | -3.1 | . | -0.9 | .
C[C@@H]1CN([C@@H](C)CO)C(=O)Cc2cc(NS(=O)(=O)c3cn(C)cn3)ccc2O[C@H]1CN(C)Cc1ccc(C(=O)Nc2ccccc2N)cc1 | -20.8 | . | 6.3 | -0.6
COCC(=O)Nc1ccc2c(c1)[C@@H]1C[C@H](CC(=O)N3CCc4ccccc4C3)O[C@H](CO)[C@@H]1O2 | 0.5 | -6.5 | -1.5 | 0.0
Cc1ccc(-c2ccc([C@@H]3[C@@H](CO)N4C(=O)CN(C(=O)c5ccncc5)C[C@@H]34)cc2)cc1 | -4.2 | . | -2.8 | 0.7
C[C@@H]1CCCCO[C@H](CN(C)Cc2ccc(C(F)(F)F)cc2)[C@H](C)CN([C@@H](C)CO)C(=O)c2cc(NC(=O)c3ccncc3)ccc2O1 | -20.9 | 90.1 | -3.8 | 0.3
O=C(CN1CCOCC1)N1CCCCN2[C@@H](CO)[C@@H](c3ccc(C#Cc4ccccc4)cc3)[C@@H]2C1 | 4.1 | 98.2* | 8.1 | 0.9
O=C(c1ccccn1)N1CC2(C1)[C@H](c1ccccc1)[C@@H](CO)N2C(=O)C1CC1 | 29.8 | . | 1.3 | -2.0
C[C@H]1CN([C@@H](C)CO)C(=O)c2cc(/C=C/c3ccccc3)cnc2O[C@H]1CN(C)C(=O)C1CCOCC1 | -0.9 | 62.3 | -0.3 | 0.4
CN(C)C(=O)[C@H]1[C@H](CO)[C@H]2Cn3c(ccc(C4=CCCC4)c3=O)[C@@H]1N2CC1CCCC1 | 10.6 | . | 4.6 | 1.2

Whole records, looked up by structure. Order of screens: Pf Dd2 growth | Tcruzi prolif | C diff HTS | KDM4C inh
`C[C@H]1CN([C@@H](C)CO)C(=O)c2cc(/C=C/c3ccccc3)cnc2O[C@H]1CN(C)C(=O)C1CCOCC1` as listed: -0.9 | 62.3 | -0.3 | 0.4
`COc1ccc(NC(=O)Nc2cccc3c2O[C@H](CN(C)C(=O)Nc2c(C)noc2C)[C@@H](C)CN([C@H](C)CO)C3=O)cc1` as listed: 20.0 | . | -6.5 | -0.9

The list goes on:
SMILES,Pf Dd2 growth,Tcruzi prolif,C diff HTS,KDM4C inh
CN1[C@@H]2c3ccc(-c4ccc(F)cc4)c(=O)n3C[C@@H]2[C@@H](CO)[C@@H]1C(=O)Nc1ccccc1,.,+,-2.9,1.4
COc1ccc(NC(=O)Nc2ccc3c(c2)C(=O)N([C@H](C)CO)C[C@@H](C)[C@H](CN(C)Cc2ccc4c(c2)OCO4)OCCCC[C@@H](C)O3)cc1,-82.9*,101.3*,5.6,-1.1
C[C@@H]1CN([C@@H](C)CO)S(=O)(=O)c2ccc(-c3cccc(F)c3)cc2O[C@@H]1CN(C)C(=O)c1cccc(F)c1,-20.2,51.3,-1.3,0.9
CCCN1[C@@H]2c3ccc(-c4ccccc4)c(=O)n3C[C@@H]2[C@@H](CO)[C@@H]1C(=O)N(C)C,22.1,.,2.3,0.9
CCC(=O)N(C)C[C@@H]1Oc2ncc(C#CC(C)(C)O)cc2C(=O)N([C@@H](C)CO)C[C@@H]1C,-15.5,-16.5,1.9,0.2
C[C@H]1CN([C@@H](C)CO)C(=O)c2cc(C#CC(C)(C)O)cnc2O[C@@H]1CN(C)C(=O)C1CC1,27.5,15.7,-4.3,-0.4
OC[C@@H]1Nc2ccc(-c3ccc(F)cc3)cc2[C@H]2[C@@H]1CCN2Cc1ccc(F)cc1,-67.7,44.5,49.5,0.2
C[C@H](CO)N1C[C@H](C)[C@H](CN(C)Cc2ccccc2)Oc2cc(/C=C/c3ccccc3)ccc2S1(=O)=O,-32.0,102.6*,7.4,0.1

Part of the list above, with two lines to a compound.
Values run as follows: Pf Dd2 growth	Tcruzi prolif	C diff HTS	KDM4C inh
C[C@H]1CN([C@@H](C)CO)C(=O)c2cc(C#CC(C)(C)O)cnc2O[C@@H]1CN(C)C(=O)C1CC1
  27.5	15.7	-4.3	-0.4
C[C@H](CO)N1C[C@H](C)[C@H](CN(C)Cc2ccccc2)Oc2cc(/C=C/c3ccccc3)ccc2S1(=O)=O
  -32.0	102.6*	7.4	0.1

Additional entries follow:
SMILES,Pf Dd2 growth,Tcruzi prolif,C diff HTS,KDM4C inh
CNC[C@H]1Oc2ccc(NC(=O)c3ccncc3)cc2C(=O)N([C@@H](C)CO)C[C@H]1C,0.4,29.8,-1.3,1.2
CC(C)CC#Cc1cnc2c(c1)C(=O)N([C@H](C)CO)C[C@H](C)[C@H](CN(C)C(=O)Cc1ccncc1)O2,-8.8,80.5,3.6,0.5
C[C@H](CO)N1C[C@H](C)[C@H](CN(C)S(C)(=O)=O)Oc2c(NC(=O)Nc3ccccc3)cccc2C1=O,9.1,50.5,4.5,1.2
Cc1ccc(S(=O)(=O)N[C@@H]2CC[C@H](CC(=O)NC3CCCCC3)O[C@H]2CO)cc1,-1.7,-40.9,8.6,0.0
COc1ccc(CN(C)C[C@H]2Oc3c(NS(=O)(=O)c4ccc(Cl)cc4)cccc3C(=O)N([C@H](C)CO)C[C@H]2C)cc1,4.7,23.1,2.2,0.0
Cc1ccc(-c2ccc3c(c2)O[C@H](CN(C)Cc2ccccn2)[C@@H](C)CN([C@H](C)CO)S3(=O)=O)cc1,-40.5,91.1,-6.5,1.5
CNC(=O)C[C@@H]1CC[C@H]2[C@@H](COC[C@@H](O)CN2Cc2ccncc2)O1,5.3,-13.6,-2.9,0.5
C[C@H](CO)N1C[C@H](C)[C@H](CN(C)Cc2cccnc2)Oc2ncc(-c3cccc(F)c3)cc2C1=O,-5.3,24.1,-8.7,0.7
COc1ccc(NC(=O)Nc2ccc3c(c2)[C@@H]2C[C@@H](CC(=O)NC4CCCC4)O[C@@H](CO)[C@@H]2O3)cc1,-8.9,35.6,.,0.1
Cc1ccc(S(=O)(=O)N(C)C[C@@H]2Oc3c(NS(=O)(=O)c4c(C)noc4C)cccc3C(=O)N([C@@H](C)CO)C[C@@H]2C)cc1,-21.3,-14.6,5.4,-2.7
CNC(=O)C[C@@H]1CC[C@H]2[C@H](COc3ccc(NC(=O)c4ccccc4F)cc3C(=O)N2C)O1,-18.6,-51.9,-4.6,-0.2
C[C@H](CO)N1C[C@H](C)[C@@H](CN(C)C(=O)c2cccc(F)c2)Oc2ncc(/C=C/c3ccccc3)cc2C1=O,?,115.0,0.4,-5.0
O=C(Nc1ccc(F)cc1)N1CCCCN2[C@H](C1)[C@H](c1ccc(-c3ccncc3)cc1)[C@@H]2CO,-5.2,-70.7,19.9,-1.3
COc1ccc(NC(=O)N(C)C[C@H]2Oc3ccc(NC(=O)Nc4ccc(F)cc4)cc3C(=O)N([C@@H](C)CO)C[C@H]2C)cc1,-4.3,-6.7,-1.5,-1.1
Cc1noc(C)c1NC(=O)N(C)C[C@@H]1Oc2ccc(NC(=O)NC3CCCCC3)cc2CC(=O)N([C@@H](C)CO)C[C@H]1C,2.7,-2.6,0.2,0.8
Cc1noc(C)c1NC(=O)N(C)C[C@H]1Oc2ccc(NC(=O)CCC(F)(F)F)cc2C(=O)N([C@H](C)CO)C[C@H]1C,1.7,-27.9,-0.7,-0.1
COC(=O)C[C@@H]1C=C[C@H](NC(=O)Nc2ccc(C(F)(F)F)cc2)[C@H](CO)O1,8.3,-1.5,.,-1.6
C[C@H](CO)N1C[C@H](C)[C@H](CN(C)Cc2cccnc2)Oc2ncc(C#CCc3ccccc3)cc2C1=O,-56.4,71.4,-6.4,7.3
C[C@@H]1CN([C@@H](C)CO)C(=O)Cc2cc(NC(=O)NC3CCCCC3)ccc2O[C@H]1CN(C)CC1CCCCC1,-40.0,65.2,-4.2,2.6
